Screens deposited in PubChem by Emory University Molecular Libraries Screening Center.
14-3-3g Raf – modulators of human 14-3-3 gamma - Raf peptide interaction. P61981. inhibition, % at 40 µM. 0.19% of 160,000 active. AID 422. FP, 14-3-3gamma / TMR-pS259-Raf peptide binding; in the data active = inhibition above about 30%;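 also: 0% = protein plus tracer without compound and 100% = blank with tracer alone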
Target sequence (P61981 whole entry, looked up): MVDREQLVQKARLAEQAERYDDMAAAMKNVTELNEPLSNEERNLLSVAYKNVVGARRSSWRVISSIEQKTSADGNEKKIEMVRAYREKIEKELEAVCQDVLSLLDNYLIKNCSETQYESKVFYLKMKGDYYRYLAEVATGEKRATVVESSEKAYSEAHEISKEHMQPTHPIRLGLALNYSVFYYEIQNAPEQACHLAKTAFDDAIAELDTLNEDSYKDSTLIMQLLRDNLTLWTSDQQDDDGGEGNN
* hit, by the source's call; & = joins results of further samples. Only part of the results is shown, so the mix of outcomes need not match the whole.

entry | structure | 14-3-3g Raf
1 | COC(=O)CN(c1ccc(OC)c(Cl)c1)S(=O)(=O)c1ccccc1 | -4
2 | COC(=O)c1c(N)n(-c2ccc(OC)cc2)c2nc3ccccc3nc12 | -24
3 | CCOc1cccc(C2c3c(oc4cc(C)c(C)cc4c3=O)C(=O)N2CCCN(C)C)c1 (stereo unspecified) | 0
4 | COc1ccc(S(=O)(=O)N2CCCc3ccccc32)cc1[N+](=O)[O-] | 3
5 | CC(=O)Nc1ccc(-c2nc(C)c(C(C)=O)n2O)cc1 | -13
6 | Cc1ccc2nc(C)cc(Nc3ccc(C(=O)O)cc3)c2c1 | -16
7 | COc1ccc(NC(=O)c2oc3ccccc3c2NC(=O)c2ccc(OC)c(OC)c2)c(OC)c1 | -6
8 | CC(C)=CCC(C)(C)C1OCCN1C(=O)c1ccccc1 (stereo unspecified) | 0
9 | CCC(=O)N1c2ccc(S(=O)(=O)CCC(=O)NCc3ccco3)cc2CC1C (stereo unspecified) | 12
10 | CCCOc1ccc(N2C(=O)CC(N(CCC34CC5CC(CC(C5)C3)C4)C(C)=O)C2=O)cc1 (stereo unspecified) | -3
11 | COc1cc(C2NC(=O)NC(C)=C2C(=O)OCC(C)C)cc(Cl)c1O (stereo unspecified) | -4
12 | CCOC(=O)C(C)Sc1ncnc2sc(C)c(C)c12 (stereo unspecified) | -12
13 | CC(C)c1ccc(NC(=O)c2cc(S(=O)(=O)NC3CCCC3)ccc2F)cc1 | 0
14 | COc1ccccc1-n1c(SCC(=O)Nc2cccc(F)c2)nc2c(c1=O)SCC2 | -52
15 | CSCC[C@H](NC(=O)OC(C)(C)C)c1nnc(SCC(=O)Nc2c(C)cccc2C)o1 | -10
16 | CCc1ccc(CN2CCC(N3CCCCCC3)CC2)cc1 | 1
17 | Cc1c(C(=O)O)nn(-c2ccccc2)c(=O)c1C#N | 2
18 | CC(C)COC(=O)C(C)Oc1ccc2c(c1)oc(=O)c1ccccc12 (stereo unspecified) | -6
19 | CN1C(=O)/C(=C2\SC(=S)N(C(CCC(=O)O)C(=O)O)C2=O)c2ccccc21 (stereo unspecified) | 1
20 | COc1ccc(OC)c(NC(=O)c2ccc(-c3cccc(Cl)c3C)o2)c1 | 0
21 | O=C(CSc1nc2ccccc2c(=O)n1-c1ccccc1)N1CCN(CCO)CC1 | -1
22 | CC(C)(C)NC(=O)C1N(c2cccnc2)C(=O)C2C(C(=O)Nc3ccccc3F)C3(C)C=CC21O3 (stereo unspecified) | 2
23 | COC(=O)c1c(NC(=O)Nc2cccc(OC)c2)sc2c1CCCC2 | -3
24 | O=C(O)CN1CCN(Cc2ccc(Cl)cc2)C1=O | -2
25 | COc1ccccc1NC(=O)c1c(NC(=O)c2ccc([N+](=O)[O-])cc2)sc(-c2ccccc2)c1C | 3
26 | OC12CCCCC1C(c1ccc3c(c1)OCO3)N(Cc1ccccc1F)CC2 (stereo unspecified) | -6
27 | CC(C)Cn1c2nc3ccccc3nc2c2c(=O)n(CCN3CCOCC3)cnc21 | 0
28 | NC1(CC(=O)O)CCCCC1 | 0
29 | N#Cc1c(SCc2ccccc2)nc(N2CCOCC2)c2c1CCCC2 | -4&-4
30 | O=C(CSc1n[nH]c(=O)[nH]c1=O)c1ccc(Cl)cc1 | 0
31 | O=C(CN1C(=O)C2C=CC=CC2C1=O)OCC(=O)c1ccc([N+](=O)[O-])cc1 (stereo unspecified) | -7
32 | C=CCn1c(SCC(=C)C)nc2c1c(=O)[nH]c(=O)n2C | -4&-5
33 | COc1ccccc1N(O)C1CC(=O)N(c2ccc(F)cc2)C1=O (stereo unspecified) | -1
34 | Cc1ccc(S(=O)(=O)N2CCN(C(=O)N3CCOCC3)CC2)cc1 | -8
35 | c1ccc(OCCSc2nc3ccccc3o2)cc1 | -4
36 | c1ccc(-c2nc3ccccc3nc2-c2cccs2)cc1 | -17
37 | O=S1c2ccccc2Oc2ccccc21 | -31
38 | CC(C)CC(C(=O)Nc1ccc(S(=O)(=O)Nc2ncccn2)cc1)N1C(=O)c2ccccc2C1=O (stereo unspecified) | -1
39 | COc1ccc(C2C(C(=O)N3CCC(C)CC3)c3ccccc3C(=O)N2Cc2ccc(F)cc2)cc1 (stereo unspecified) | -14
40 | CCOC(=O)c1ccc(NC(=O)CSc2nnnn2-c2ccccc2F)cc1 | 2
41 | CCn1c(=NC(=O)CSC(C)=O)sc2cc(OC)ccc21 | -3&-13
42 | CSc1nc2oc3c(c2c2nncn12)CC(C)(C)SC3 | -5
43 | C=C(C)CSc1nnc([C@H](CCSC)NC(=O)OC(C)(C)C)o1 | -3
44 | COc1cccc(OC)c1C(=O)N=c1sc2cc(S(C)(=O)=O)ccc2n1C | 5
45 | CCOC(=O)N1CC=C2C(C#N)=C(N)C(C#N)(C#N)[C@H](c3ccc(OC(C)C)c(OCC)c3)[C@H]2C1 | -9
46 | Cc1ccc(CC(=O)Nc2ccc3nc(N4CCC(C)CC4)cc(C)c3c2)cc1 | 1
47 | COc1ccc(OC)c(NC(=O)c2cc3c(n(-c4ccc(Cl)cc4)c2=O)CCCC3=O)c1 | -4
48 | O=C(COc1ccccc1)N1CCN(S(=O)(=O)Cc2ccccc2)CC1 | 7
49 | Cc1ccc(CN2C(=O)c3ccccc3C2C(=O)NCc2cccnc2)cc1 (stereo unspecified) | -5
50 | COc1ccc(C2=NOC(CN3C(=O)c4ccccc4S3(=O)=O)C2)cc1 (stereo unspecified) | -6
51 | CC1(c2ccncc2)Nc2ccccc2-c2nc3ccccc3n21 (stereo unspecified) | -10
52 | O=C(O)COc1nsnc1N1CCOCC1 | 4
53 | O=C(CSc1nc2c(c(=O)n1-c1ccc([N+](=O)[O-])cc1)SCC2)Nc1cccc(F)c1 | -6
54 | CCOC(=O)C1CCN(C(=O)c2c(-c3c(F)cccc3Cl)noc2C)CC1 | 5
55 | O=C1CC(C(=O)NC2CCCCC2)C(c2ccccc2)O1 (stereo unspecified) | 16
56 | Cc1ccc(-c2nn(CC(=O)NCC3CCCO3)c(=O)c3ccccc23)cc1 (stereo unspecified) | 2

Going on with the list.
entry | structure | 14-3-3g Raf
57 | O=S(=O)(NCc1ccc2c(c1)OCO2)c1cnc[nH]1 | -8
58 | O=C(CCC1N=C2c3ccccc3N=C(SCc3cccc(F)c3)N2C1=O)NCc1ccccc1 (stereo unspecified) | -11
59 | Cc1c(Cl)c([N+](=O)[O-])nn1CCCC(=O)N1CCCc2ccccc21 | -11
60 | CCCCn1nnnc1SCC(=O)Nc1ccc(C)cc1 | 1
61 | Cc1ccc(-c2cc(C(=O)NCCCN3CCC(N4CCCCC4)CC3)c3ccccc3n2)cc1C | -155
62 | CC(=O)OC(/C(O)=C(\C#N)c1nc2ccccc2[nH]1)c1ccccc1 (stereo unspecified) | -4
63 | CC(=O)c1ccc(NC(=O)CSC(C)C)cc1 | 2
64 | O=C(O)CC(NCc1ccco1)C(=O)OCCc1ccccc1 (stereo unspecified) | -4

Three of the compounds above, as labelled records:
[19] CN1C(=O)/C(=C2\SC(=S)N(C(CCC(=O)O)C(=O)O)C2=O)c2ccccc21 (stereo unspecified)
  14-3-3g Raf: 1
[20] COc1ccc(OC)c(NC(=O)c2ccc(-c3cccc(Cl)c3C)o2)c1
  14-3-3g Raf: 0
[21] O=C(CSc1nc2ccccc2c(=O)n1-c1ccccc1)N1CCN(CCO)CC1
  14-3-3g Raf: -1

The results go on.
entry | structure | 14-3-3g Raf
65 | Nc1c(C(=O)c2ccccc2)oc2ccc(Br)cc12 | -3&9
66 | Cc1cc(OCC(=O)Nc2ccc(Br)cn2)cc(C)c1Cl | -2
67 | COc1cc(-c2nnc3sc(-c4ccccn4)nn23)cc(OC)c1OC | -9
68 | CC(=O)c1cccc(NC(=O)CCS(=O)(=O)c2ccc3c(c2)CCN3C(C)=O)c1 | -9
69 | Cc1ccc(C(c2sc3nc(C)nn3c2O)N2CCN(c3ccc(F)cc3)CC2)cc1 (stereo unspecified) | -2
70 | COC(=O)c1sc2ccccc2c1NC(=O)c1cc(Cl)ccc1[N+](=O)[O-] | 6
71 | COCCNC(=O)C1CCC(CNS(=O)(=O)c2ccc(F)cc2)CC1 (stereo unspecified) | -1
72 | O=C(O)C1Cc2ccccc2CN1C(=O)c1ccccc1 (stereo unspecified) | -1
73 | CCOC(=O)c1ccc(NC(=O)CCc2nc(-c3ccccc3)no2)cc1 | -2
74 | COc1ccc(OCC(O)Cn2c(N3CCCCCC3)nc3c2c(=O)[nH]c(=O)n3C)cc1 (stereo unspecified) | 4
75 | CCCCN(C)C(=O)c1c[nH]n2c(=O)c(Cc3ccc(F)cc3)c(C)nc12 | 3
76 | Cc1cc(C)nc(SC(C)C(=O)O)n1 (stereo unspecified) | -5
77 | CC(CS(=O)(=O)c1cccc2cccnc12)N1CCCCC1 (stereo unspecified) | 6
78 | Cc1ccc2nc(NC(=O)C3CCCN(S(=O)(=O)c4cccc5nonc45)C3)sc2c1 (stereo unspecified) | -53&-170
79 | Cc1nc2nc(SCC(=O)N(C)Cc3ccccc3)nn2c(C)c1Cc1ccccc1Cl | -41
80 | Cn1c(=O)oc2cc(S(=O)(=O)Nc3ccccn3)ccc21 | 5
81 | COC(=O)c1ccccc1NC(=O)Cn1cnc2ccc(S(=O)(=O)N3CCC(C)CC3)cc2c1=O | -6
82 | Cc1ccc(C(=O)Cn2c(C)csc2=Nc2ccccc2)cc1 | 0
83 | O=C(Nc1cccc(-c2nc3ccccc3o2)c1)C1CCCCC1 | -4
84 | Cc1cc(C)c(C#N)c(SCC(=O)Nc2cccc3cccnc23)n1 | -15
85 | O=[N+]([O-])c1cc(C2N(Cc3ccccc3)CCN2Cc2ccccc2)ccc1Cl | 6
86 | CC(=O)Nc1ccc(S(=O)(=O)/N=C2\SCCN2S(=O)(=O)c2ccc(NC(C)=O)cc2)cc1 | -2
87 | Cc1cc(C)nc(SCCS(=O)c2ccc(C(C)(C)C)cc2)n1 (stereo unspecified) | -5
88 | CCc1oc2cc(OC(C)C(=O)OC)ccc2c(=O)c1-c1ccc2c(c1)OCCO2 (stereo unspecified) | -3

From entry 72 to 75, copied from above:
entry | structure | 14-3-3g Raf
72 | O=C(O)C1Cc2ccccc2CN1C(=O)c1ccccc1 (stereo unspecified) | -1
73 | CCOC(=O)c1ccc(NC(=O)CCc2nc(-c3ccccc3)no2)cc1 | -2
74 | COc1ccc(OCC(O)Cn2c(N3CCCCCC3)nc3c2c(=O)[nH]c(=O)n3C)cc1 (stereo unspecified) | 4
75 | CCCCN(C)C(=O)c1c[nH]n2c(=O)c(Cc3ccc(F)cc3)c(C)nc12 | 3

(further entries)
entry | structure | 14-3-3g Raf
89 | Cc1ccc(S(=O)(=O)NC2c3cccc4cccc(c34)C2Sc2ccccn2)cc1 (stereo unspecified) | -32
90 | O=C(CSCc1cnn(-c2ccccc2)c1-n1cccc1)NCCN1CCOCC1 | -7
91 | O=C1CN(C(=O)C2CC2)C(c2ccccc2)c2cc(F)ccc2N1 (stereo unspecified) | 0
92 | N#Cc1cn(CCOc2ccccc2F)c2ccccc12 | -9
93 | CC1=C(C(=O)N2CCCCC2)C(c2ccc(Br)cc2)C2=C(CCCC2=O)N1 (stereo unspecified) | -1
94 | COc1ccc(N2CCN(C(=O)c3ccc(N4CC5CC(C4)c4cccc(=O)n4C5)c(NC(=O)c4ccccc4Cl)c3)CC2)cc1 (stereo unspecified) | -3
95 | Cc1cc(=O)c2cc(Cl)ccc2[nH]1 | 3
96 | COc1ccc(CNc2nc(SCC(=O)NCc3ccco3)nc3ccccc23)cc1 | -2
97 | COCCNC(=O)C(c1ccc(C)o1)N(Cc1ccccc1)C(=O)Cn1nnc2ccccc21 (stereo unspecified) | -9
98 | COc1ccccc1Cn1c(=S)[nH]c2cc(C(=O)NC3CCCC3)ccc2c1=O | -1
99 | Cc1ccc(C(=O)Nc2ccccc2C(=O)O)cc1S(=O)(=O)NC1CCCCC1 | -6
100 | O=C(Nc1ccc(-c2nc3ccccc3s2)cc1)c1cccc(Br)c1 | -6
101 | CC(C)Oc1ccc(N2CC(C(=O)Nc3nccs3)CC2=O)cc1 (stereo unspecified) | 13
102 | O=C(CCNS(=O)(=O)c1cccs1)Nc1ccccc1F | -5&-11
103 | COCCNCCOCCOc1cccc(OC)c1 | 7
104 | O=C(c1ccco1)N1CCN(S(=O)(=O)c2ccc(Br)s2)CC1 | -5

Some of the entries so far, field by field:
99) Cc1ccc(C(=O)Nc2ccccc2C(=O)O)cc1S(=O)(=O)NC1CCCCC1
  14-3-3g Raf: -6

100) O=C(Nc1ccc(-c2nc3ccccc3s2)cc1)c1cccc(Br)c1
  14-3-3g Raf: -6

Following part:
entry | structure | 14-3-3g Raf
105 | COc1ccc(CCNc2nc3c(c(=O)n(C)c(=O)n3C)n2Cc2ccccc2F)cc1OC | -7
106 | O=C(c1ccc(-c2nnc(-c3ccccc3)o2)cc1)N1CCc2ccccc2C1 | 0
107 | C=CCSc1nc2nc3c(cc2c(=O)n1-c1ccccc1C)COC(C)(C)C3 | -3
108 | Cc1ccc(CNC(=O)C2CCCN(S(=O)(=O)c3cccnc3)C2)cc1 (stereo unspecified) | -8
109 | Cc1ccc(-c2csc(NC(=O)c3cccc(Oc4ccccc4)c3)n2)cc1 | -21
110 | Cc1cccc(NC(=O)c2sc3ccccc3c2Cl)c1C | -5
111 | CCOC(=O)c1c(C)c(C(=O)NCc2ccccn2)c(C)n1C | 0
112 | CC(=O)c1cc(Cl)ccc1OC(=O)c1ccccc1Cl | 5
113 | c1ccc(Cn2nnc3c(N4CCc5ccccc54)ncnc32)cc1 | -4
114 | COc1cc(C)nc(N(Cc2ccccc2)S(=O)(=O)c2ccc(C)cc2)n1 | -3
115 | Cc1cc(=O)[nH]c(COc2ccccc2)n1 | -2
116 | CC1(C)O[C@@H]2C[C@H]3[C@@H]4CCC5=CC(=O)C=C[C@]5(C)[C@@]4(F)[C@@H](O)C[C@]3(C)[C@]2(C(=O)CO)O1 | -3
117 | CC(=O)c1cccc(NC(=O)CN(Cc2ccc(C)cc2)S(=O)(=O)c2ccc(C)cc2)c1 | -9
118 | COc1ccc(NC(=O)c2ccc3c(c2)C(=O)N(Cc2cccnc2)C3=O)c(OC)c1 | -9
119 | CC(C)COC(=O)CN1C(=O)C2C3c4ccccc4C(c4ccccc43)C2C1=O (stereo unspecified) | 3
120 | O=c1oc2cc3occ(-c4ccc(F)cc4)c3cc2c2c1CCC2 | -8
121 | O=C(CN1C(=O)c2cccc([N+](=O)[O-])c2C1=O)Nc1ccc(Cl)cc1 | -1
122 | Cc1cccc(N(CC(=O)NCc2ccccn2)S(=O)(=O)c2ccccc2)c1C | -7
